# Assay outcomes as filed in PubChem.
# V1R ag counter: counter-screen for oxytocin receptor agonists: human V1a receptor agonists | CHO-V1R cells, Fluo-8 calcium fluorescence, agonist mode; 0% DMSO, 100% 3 nM vasopressin | activation, % at 3 µM | P37288 | actives 0.25% (n = 320,000);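 active = activation above the mean activation of all tested compounds plus 3 SD, per screening run, cut at about 20% in these data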;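 note: signal is peak over basal fluorescence ratio across a 100 second FLIPR read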
# Target sequence (P37288 whole entry, looked up): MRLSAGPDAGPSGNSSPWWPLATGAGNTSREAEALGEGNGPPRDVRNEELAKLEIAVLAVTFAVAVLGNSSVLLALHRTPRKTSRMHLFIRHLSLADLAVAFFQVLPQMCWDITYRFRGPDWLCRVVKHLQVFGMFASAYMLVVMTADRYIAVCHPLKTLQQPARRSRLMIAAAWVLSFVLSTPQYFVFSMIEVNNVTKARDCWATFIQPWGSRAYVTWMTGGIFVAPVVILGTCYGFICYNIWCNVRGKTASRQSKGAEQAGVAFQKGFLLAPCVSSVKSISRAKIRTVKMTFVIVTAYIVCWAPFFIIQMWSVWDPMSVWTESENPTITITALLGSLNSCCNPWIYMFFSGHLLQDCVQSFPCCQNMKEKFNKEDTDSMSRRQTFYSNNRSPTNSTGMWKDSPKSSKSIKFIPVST
# PHOSPHO1 block: PHOSPHO1 (human) inhibition. inhibition, % at 13.3 µM. recombinant PHOSPHO1, absorbance phosphatase assay. Q8TCT1. actives 1.1% (n = 290,000); in the data active = inhibition above about 60%
# Target sequence (Q8TCT1 whole entry, looked up): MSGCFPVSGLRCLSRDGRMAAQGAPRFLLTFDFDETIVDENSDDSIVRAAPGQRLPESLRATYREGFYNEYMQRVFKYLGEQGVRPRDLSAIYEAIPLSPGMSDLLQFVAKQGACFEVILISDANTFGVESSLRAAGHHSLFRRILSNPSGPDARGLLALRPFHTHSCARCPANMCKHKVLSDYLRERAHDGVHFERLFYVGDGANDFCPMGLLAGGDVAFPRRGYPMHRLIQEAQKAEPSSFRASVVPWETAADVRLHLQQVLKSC
# DNA FID counter: displaces DNA intercalator in HCV helicase counter-screen | DNA fluorescent intercalator displacement, fluorescence | AID 1845 | actives 0.17% (n = 290,000) | inhibition, % at 7.9 µM; in the data active = inhibition above about 37%;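 note: 0% = vehicle and 100% = reference compound; higher means more ethidium bromide displaced from hairpin DNA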
# GPR7 antagonist: blocks human GPR7 receptor signaling; P48145; GPR7-expressing cells, fluorescence antagonist assay; inhibition, % at 4.4 µM; actives 1.1% (n = 290,000); in the data active = inhibition above about 16%, passing the limit was not always enough;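 note: cells stimulated with the agonist NPW; 0% = agonist with vehicle and 100% = vehicle without agonist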
# Target sequence (P48145 whole entry, looked up): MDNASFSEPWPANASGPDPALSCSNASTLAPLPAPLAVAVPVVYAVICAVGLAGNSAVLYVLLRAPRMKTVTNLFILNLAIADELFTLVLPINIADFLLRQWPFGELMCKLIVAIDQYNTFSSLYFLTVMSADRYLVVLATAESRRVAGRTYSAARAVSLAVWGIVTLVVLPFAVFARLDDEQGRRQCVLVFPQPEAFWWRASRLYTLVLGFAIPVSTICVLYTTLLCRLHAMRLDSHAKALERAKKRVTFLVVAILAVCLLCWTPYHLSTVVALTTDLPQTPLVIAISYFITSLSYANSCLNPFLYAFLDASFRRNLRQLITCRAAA
# GalR3 antag: blocks the human galanin receptor 3 | O60755 | AID 651719 | actives 0.44% (n = 360,000) | inhibition, % at 3 µM | HEK293 GalR3-CNG cAMP membrane potential fluorescence; galR3 body fused to GalR1 C-terminus;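 active = inhibition above the screen-wide average plus 3 SD, cut at about 13% in these data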;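 note: forskolin and galanin both at EC90 stimulate the cells; cAMP rise reported by CNG channel membrane potential dye signal; 0% = forskolin plus galanin with DMSO and 100% = forskolin alone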
# VIM-2 inhibitor: blocks Pseudomonas aeruginosa VIM-2 metallo-beta-lactamase; actives 0.89% (n = 290,000); purified VIM-2, nitrocefin hydrolysis, epi-absorbance fluorescence; inhibition, % at 5.6 µM; AID 1527;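 active = inhibition above the mean of all tested compounds plus 3 SD, cutoff set per screening run, cut at about 7.5% in these data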;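 note: red hydrolysis product quenches plate fluorescence so inhibitors raise well fluorescence; 0% = enzyme with DMSO and 100% = DMSO without enzyme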
# OXTR agonist: human OXTR agonism. actives 0.32% (n = 320,000). activation, % at 3 µM. CHO-OTR cells, Fluo-8 calcium fluorescence; normalized: DMSO 0%, oxytocin 100%. P30559;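 active = activation above the mean of all tested compounds plus 3 SD, cutoff set per screening run, cut at about 20% in these data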;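 note: peak over basal fluorescence ratio from a 100 s FLIPR kinetic read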
# IMP-1 inh: blocks Pseudomonas aeruginosa IMP-1 metallo-beta-lactamase; purified IMP-1, nitrocefin hydrolysis, epi-absorbance fluorescence; inhibition, % at 5.6 µM; actives 0.45% (n = 290,000);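 active = inhibition above the mean plus 3 SD of all compounds in the same screening run, cut at about 4.5% in these data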;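 note: 0% = IMP-1 with DMSO and 100% = DMSO wells lacking enzyme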
#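 System: Purified IMP-1 | Read-out basis: Percent enzyme inhibition | Controls: IMP-1 with DMSO as 0%, enzyme-free DMSO as 100% | Replicates: One well per compound | Doses: 5.6 µM nominal single concentration | Detection: Epi-absorbance fluorescence, 480 nm excitation, 530 nm emission | Incubation: 25 °C, 15 min preincubation, 25 min reaction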
# HCV NS3 hel inh: blocks Hepatitis C virus NS3 helicase unwinding | NS3 helicase DNA unwinding, Cy5 molecular beacon fluorescence | inhibition, % at 10.9 µM | actives 0.56% (n = 290,000) | AID 1800;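 active = inhibition above the mean of all tested compounds plus 3 SD, set per campaign, cut at about 35% in these data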;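 note: 0% = DMSO wells and 100% = thioflavine S control wells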
#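 test system = hepatitis C virus NS3 helicase domain fragment enzyme | reagent = annealed dual-labelled DNA beacon duplex, ATP-started | times = 1 h at 25 °C | detection = Cy5 fluorescence, 0 and 60 min reads | read-out basis = percent inhibition from t60/t0 fluorescence ratio | control set = DMSO and thioflavine S | replication = one well per compound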
# The depositor's hits bear a star; . = not tested or not shown. Compounds were not picked by outcome; 4.3% or so of the library scored in one or more.
SMILES,V1R ag counter,PHOSPHO1 block,DNA FID counter,GPR7 antagonist,GalR3 antag,VIM-2 inhibitor,OXTR agonist,IMP-1 inh,HCV NS3 hel inh
CCCCN1C(=O)C(O)(CC(=O)c2ccco2)c2cc(Br)ccc21 (stereo unspecified),0.1,-6,-13,-2,.,-3.7,0.2,-1.9,-4
CCC1Sc2ccccc2N(CC(=O)NC2CC2)C1=O (stereo unspecified),0.2,2,-3,-14,-6,-1.0,-0.3,-1.8,-8
CC(c1ccccc1)N1C(=O)c2ccccc2C1O (stereo unspecified),0.3,-4,-3,-7,.,-1.1,0.9,-3.3,2
CCCCCC(=O)NNC(=O)Nc1ccccc1,1.1,8,-3,5,-4,-2.8,-0.3,-3.2,6
CC(NC(=O)CSc1n[nH]c(=O)n1C1CC1)C12CC3CC(CC(C3)C1)C2 (stereo unspecified),-0.2,7,-26,-9,-8,-1.4,-0.6,-2.2,2
COc1ccc2nc(NNC(=O)COc3ccccc3)sc2c1,0.4,15,-12,-10,-5,-4.0,-0.6,-3.5,5
CCOc1cc(/C=N/N=C(/N)c2nonc2N)cc(Br)c1OCc1ccc(Cl)cc1,1.6,12,-1,-7,4,-3.1,0.6,-4.6,2
O=S(=O)(NC1CC1)c1ccc(S(=O)(=O)N(Cc2ccccn2)C2CC2)cc1,2.9,4,-12,-4,0,-3.1,3.2,-2.5,-4
COCCNC(=O)C(c1cccs1)N(C(=O)Cn1nnc2ccccc21)c1cccc(C)c1 (stereo unspecified),-0.2,12,-28,-7,-5,-0.1,0.5,-2.4,-7
O=C(N/N=C/c1cccs1)c1cccc2cc[nH]c12,-0.3,2,2,7,-4,-5.6,-1.9,-1.4,1
COc1ccc(Cc2nnc(Nc3c(C)cccc3C)o2)cc1OC,0.6,19,-11,15,6,-1.4,1.1,-3.3,-10
CSc1nc2ncnc(N)c2[nH]1,-0.3,9,-4,-11,3,-1.1,1.5,-2.9,-7
CCCn1c(N/N=C(C)\C=C\c2ccccc2)nc2c1c(=O)[nH]c(=O)n2C,-2.1,17,-3,-8,.,-3.5,-1.8,-5.7,-1
NC(=O)CSc1nnc(CCc2nc3ccccc3[nH]2)n1-c1ccccc1,.,.,-4,-11,.,-2.2,.,-2.8,2
C=CCn1c(COc2cc(C)ccc2C(C)C)nnc1SCC(=O)c1c(N)n(C)c(=O)n(C)c1=O,0.1,28,0,-3,-3,1.4,-0.6,2.3,3
CCN(CC)C(=O)c1ccccc1NC(=O)CN1C(=O)c2ccccc2C1=O,-0.8,33,-1,-3,2,-0.3,0.4,-1.6,-9
O=C(Nc1ccc(F)cc1)c1cc(S(=O)(=O)N2CCOCC2)cs1,2.5,16,-4,9,-2,-1.2,1.3,-4.8,-7
C[N+]1(CC(O)c2ccccc2)CCCCCC1 (stereo unspecified),1.0,-14,-1,-13,-8,-2.7,-0.2,-2.1,3
O=C(O)C(Cc1cc(Cl)ccc1Cl)Sc1nc2ccccc2[nH]1 (stereo unspecified),-0.9,11,-25,-10,0,0.4,0.5,0.0,16
CC(=O)c1cccc(OCc2cc(C(=O)N(C)Cc3cnccn3)no2)c1,1.4,38,-18,-16,0,-0.8,0.1,-1.8,-2
CCOC(=O)C1CCN(Cc2nnc(-c3cccc(Br)c3)o2)CC1,6.1,42,-31,-5,-7,0.7,5.5,-1.5,-9
O=C(Nc1ccc2c(c1)OCCO2)C1CC(c2ccccc2Cl)=NO1 (stereo unspecified),5.9,-3,-10,1,-10,-2.4,2.5,-2.9,16
CC1=C(C(=O)OC(C)C)C(c2coc3ccccc3c2=O)C2=C(CCCC2=O)N1 (stereo unspecified),-0.9,5,-22,3,-3,-4.5,-0.6,-3.8,1
CCCn1c(C(Cc2ccccc2)NC(=O)COC)nc2ccccc21 (stereo unspecified),0.4,-6,-26,2,.,-3.3,-1.7,-3.4,-1
Cc1c(Cl)cccc1NC(=O)CCCn1nc([N+](=O)[O-])cc1C,0.8,16,-3,-3,-3,-3.5,0.3,-0.1,6

# The listing continues:
SMILES,V1R ag counter,PHOSPHO1 block,DNA FID counter,GPR7 antagonist,GalR3 antag,VIM-2 inhibitor,OXTR agonist,IMP-1 inh,HCV NS3 hel inh
Brc1ccc(/C=N/Nc2ccc3ccccc3n2)cc1,-0.8,-32,-6,-9,3,-1.6,-1.8,-3.7,-8
CCOC(=O)C1CCN(S(=O)(=O)c2nc3nc(C)cc(C)n3n2)CC1,0.1,19,-17,-6,-7,1.0,1.6,-3.5,4
CCn1c(CNC(=O)c2cccs2)nnc1SCC(=O)Nc1cc(Cl)ccc1C,-0.6,22,-14,-3,-7,-3.0,-0.5,2.0,2
C[C@H]1COc2c(C3(N)CC3)c(F)cc3c(=O)c(C(=O)O)cn1c23,-0.4,16,6,6,.,0.9,1.1,0.2,-7
CC1(C)C/C(=N\NC(=S)Nc2ccccc2F)c2cc(O)ccc2O1,-1.6,-94,-14,-18,-1,-4.1,-1.9,-2.1,-7
O=C(Cn1cnc2c(cnn2-c2ccc(F)cc2)c1=O)N1CCN(c2ccccc2)CC1,.,-20,-2,-12,0,-2.1,.,2.3,-6
O=C1CCCC/C1=N\Nc1ccc(C2CCCCC2)cc1,-0.5,-8,-24,13,.,-1.2,-0.4,0.1,30
Cc1ccc(OCC(=O)NNC(=O)CSc2nnc(-c3ccc(C)cc3)n2C)cc1,-0.8,-9,-7,-9,-6,-4.6,-3.0,-4.1,-1
O=C(/C=C/c1cccs1)N1CCN(Cc2ccc3c(c2)OCO3)CC1,0.7,14,-18,11,-5,1.8,-0.6,-0.1,21
CN(Cc1cn(-c2ccccc2)nc1-c1ccc2c(c1)OCO2)Cc1nccn1C,0.7,0,18,-4,-2,-6.2,0.3,-2.9,-36
CCO[C@@H]1OC(C(=O)NCc2nc3ccccc3[nH]2)=C[C@H](c2ccc(C(F)(F)F)cc2)[C@H]1CCCO,6.7,35,-18,-8,0,-3.5,0.2,-2.0,-21
CCN(C(=O)CSc1ncccc1C(=O)Oc1cccc([N+](=O)[O-])c1)c1cccc(C)c1,3.4,-11,-12,-7,-5,-2.7,-0.5,-4.0,12
O=C(Nc1ccc(Cl)cc1)c1cc2nc(C3CC3)cc(C(F)(F)F)n2n1,-0.3,0,0,-8,-10,-0.9,-1.4,-1.2,2
CCOc1ccc(/C(O)=C2\C(=O)C(=O)N(CCN(C)C)C2c2cccc(OC)c2OC)cc1Cl (stereo unspecified),0.9,-21,-4,-13,2,-1.8,-1.3,-1.2,2
CCOC(=O)C(O)(CC(=O)Nc1cc(F)ccc1C)C(F)(F)F (stereo unspecified),2.1,-10,0,-10,-3,-1.0,-0.5,-2.4,2
Cc1cc(C)cc(NC(=O)CCC(=O)Nc2cc(C)on2)c1,-0.1,-18,-4,-6,-6,-3.5,1.7,-5.2,-2
CCn1c(C)cc(O)c(C(=O)Nc2cccc(Cl)c2)c1=O,0.3,1,-5,-12,2,-2.2,-0.2,-1.3,-14
Nc1cc(-c2ccc(Cl)cc2)nn1S(=O)(=O)c1cccc2nsnc12,-1.3,3,19,8,-1,1.4,-0.2,-0.3,15
CC(C)CC(=O)NC(=S)Nc1ccccc1F,-1.4,-9,-2,16,-3,-0.8,-2.8,1.8,-10
O=C(CC(=O)N/N=C/c1c(F)cccc1Cl)NCc1ccccc1,3.2,14,-8,-3,-4,-2.8,1.0,-4.3,3
CCOC(=O)/C(N=Nc1ccc(Cl)cc1)=C(/O)c1ccc([N+](=O)[O-])cc1,0.6,-10,0,1,-4,-2.4,0.1,-2.9,-7
CCc1nc(SCC(=O)N2CCC(C)CC2)c2c(=O)n(C)c(=O)n(C)c2n1,0.2,22,-28,-3,.,2.1,-1.1,-4.2,-1
CN1C(=S)SC(C)(NO)C1(C)C (stereo unspecified),-0.5,-10,-6,-13,.,-3.1,1.0,-2.9,17
COc1cc2[nH]c(=O)n(Cc3ccccc3Cl)c(=O)c2cc1OC,0.9,-29,0,-10,-4,-0.7,0.2,-4.1,-7
COc1ccc(S(=O)(=O)N2CCCN(CCC(=O)Nc3cccc(C(F)(F)F)c3)CC2)cc1,17,11,17,1,-5,-0.9,22*,-3.5,-40

# The listing continues.
SMILES,V1R ag counter,PHOSPHO1 block,DNA FID counter,GPR7 antagonist,GalR3 antag,VIM-2 inhibitor,OXTR agonist,IMP-1 inh,HCV NS3 hel inh
Cc1ccc(C(=O)N2C(=S)C(c3ccc(F)cc3)=NC23CCN(C)CC3)cc1,1.7,1,7,-4,-5,-2.2,1.7,-1.8,-7
Clc1ccc(-c2csc(N/N=C/c3ccc4c(c3)OCO4)n2)cc1,-1.1,0,-5,-2,-6,-1.8,-0.5,-3.9,8
O=S(=O)(Nc1ccncc1)c1ccc(Cl)cc1,-0.7,14,2,-8,-5,-1.9,0.0,-4.6,-1
COc1nc(Nc2ccc([N+](=O)[O-])cc2)nc(NC2CCCCC2)n1,-0.4,-31,3,-19,-7,0.7,-2.0,-2.9,-2
O=C(CSCc1ccc(Br)cc1)Nc1ccccc1C(=O)N1CCOCC1,1.5,15,-21,2,-1,-1.5,1.9,-0.9,-2
CCC(C)NC(=S)Nc1ccc(F)cc1 (stereo unspecified),0.3,22,-2,-8,-1,-2.1,0.2,-3.2,-6
CS(=O)(=O)N1CCC(C(=O)NCc2ccc(Cl)cc2)CC1,-0.1,33,-3,-15,6,-2.6,0.7,-2.6,8

# Grouped by structure, the compounds so far containing an NH in an aromatic ring.
SMILES,V1R ag counter,PHOSPHO1 block,DNA FID counter,GPR7 antagonist,GalR3 antag,VIM-2 inhibitor,OXTR agonist,IMP-1 inh,HCV NS3 hel inh
CC(NC(=O)CSc1n[nH]c(=O)n1C1CC1)C12CC3CC(CC(C3)C1)C2 (stereo unspecified),-0.2,7,-26,-9,-8,-1.4,-0.6,-2.2,2
O=C(N/N=C/c1cccs1)c1cccc2cc[nH]c12,-0.3,2,2,7,-4,-5.6,-1.9,-1.4,1
CSc1nc2ncnc(N)c2[nH]1,-0.3,9,-4,-11,3,-1.1,1.5,-2.9,-7
CCCn1c(N/N=C(C)\C=C\c2ccccc2)nc2c1c(=O)[nH]c(=O)n2C,-2.1,17,-3,-8,.,-3.5,-1.8,-5.7,-1
NC(=O)CSc1nnc(CCc2nc3ccccc3[nH]2)n1-c1ccccc1,.,.,-4,-11,.,-2.2,.,-2.8,2
O=C(O)C(Cc1cc(Cl)ccc1Cl)Sc1nc2ccccc2[nH]1 (stereo unspecified),-0.9,11,-25,-10,0,0.4,0.5,0.0,16
CCO[C@@H]1OC(C(=O)NCc2nc3ccccc3[nH]2)=C[C@H](c2ccc(C(F)(F)F)cc2)[C@H]1CCCO,6.7,35,-18,-8,0,-3.5,0.2,-2.0,-21
COc1cc2[nH]c(=O)n(Cc3ccccc3Cl)c(=O)c2cc1OC,0.9,-29,0,-10,-4,-0.7,0.2,-4.1,-7
